Screening results: PubChem BioAssay, several laboratories
MEP2 TOR yeast: modulators of MEP2-GFP levels in yeast, primary screen, S. cerevisiae, multiplex flow cytometry, MLPCN library; S. cerevisiae MEP2-GFP strain, 3 h; 100% = DMSO control level; GFP response vs DMSO, % at 10 µM; hit rate 0.51% among 330,000;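 active = GFP response versus DMSO above a set limit, roughly screen mean plus 3 SD, cut at about 180% in these data; inconclusive = fewer than 70 cells counted for a yeast strain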;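 note: median GFP fluorescence of the barcode-gated MEP2-GFP cells per well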
AGP1 TOR yeast: modulators of AGP1-GFP expression in yeast TOR pathway, primary screen, cell-based, multiplex flow cytometry, S. cerevisiae, MLPCN library | hit rate 0.02% among 320,000 | GFP response vs DMSO, % at 10 µM | AID 2066, 2009 | 3 h; GFP as percent of DMSO wells;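 active = GFP response relative to DMSO above a set limit, near screen average plus 3 SD, cut at about 150% in these data; inconclusive = fewer than 70 cells counted for the yeast strain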;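 note: median GFP channel fluorescence of the gated AGP1 strain per well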
GASC-1 inh: inhibitors of GASC-1 histone demethylase, primary screen, biochemical, fluorescence, DELFIA europium; inhibition, % at 2.35 µM; Lysine-specific demethylase 4C (Homo sapiens), Q9H3R0; GST-JMJD2C(1-420) H3K9me3 demethylation; hit rate 0.069% among 330,000;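 active = more than half of a compound's replicate wells show inhibition beyond 50%, single wells judged on their own value; inconclusive = some, but no more than half, of replicates pass 50% inhibition; inactive = no replicate passes 50% inhibition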;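 note: signal counts dimethyl H3K9 product captured on neutravidin plate; 0% = median of DMSO wells and 100% = 0.3 times that DMSO median; strong numbers were not always called active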
VLA-4 inh: inhibition in human VLA-4 binding assay, primary screen, VLA-4 allosteric modulator project, MLPCN library, flow cytometry, VLA-4 expressing cells; Integrin alpha-4 (Homo sapiens), P13612; ligand binding flow cytometry; inhibition, % (about 7 µM as worked out from the volumes in the protocol); hit rate 0.2% among 330,000; AID 2557, 2010; in the data active = inhibition above about 50%
Target sequence (P13612 whole entry, looked up): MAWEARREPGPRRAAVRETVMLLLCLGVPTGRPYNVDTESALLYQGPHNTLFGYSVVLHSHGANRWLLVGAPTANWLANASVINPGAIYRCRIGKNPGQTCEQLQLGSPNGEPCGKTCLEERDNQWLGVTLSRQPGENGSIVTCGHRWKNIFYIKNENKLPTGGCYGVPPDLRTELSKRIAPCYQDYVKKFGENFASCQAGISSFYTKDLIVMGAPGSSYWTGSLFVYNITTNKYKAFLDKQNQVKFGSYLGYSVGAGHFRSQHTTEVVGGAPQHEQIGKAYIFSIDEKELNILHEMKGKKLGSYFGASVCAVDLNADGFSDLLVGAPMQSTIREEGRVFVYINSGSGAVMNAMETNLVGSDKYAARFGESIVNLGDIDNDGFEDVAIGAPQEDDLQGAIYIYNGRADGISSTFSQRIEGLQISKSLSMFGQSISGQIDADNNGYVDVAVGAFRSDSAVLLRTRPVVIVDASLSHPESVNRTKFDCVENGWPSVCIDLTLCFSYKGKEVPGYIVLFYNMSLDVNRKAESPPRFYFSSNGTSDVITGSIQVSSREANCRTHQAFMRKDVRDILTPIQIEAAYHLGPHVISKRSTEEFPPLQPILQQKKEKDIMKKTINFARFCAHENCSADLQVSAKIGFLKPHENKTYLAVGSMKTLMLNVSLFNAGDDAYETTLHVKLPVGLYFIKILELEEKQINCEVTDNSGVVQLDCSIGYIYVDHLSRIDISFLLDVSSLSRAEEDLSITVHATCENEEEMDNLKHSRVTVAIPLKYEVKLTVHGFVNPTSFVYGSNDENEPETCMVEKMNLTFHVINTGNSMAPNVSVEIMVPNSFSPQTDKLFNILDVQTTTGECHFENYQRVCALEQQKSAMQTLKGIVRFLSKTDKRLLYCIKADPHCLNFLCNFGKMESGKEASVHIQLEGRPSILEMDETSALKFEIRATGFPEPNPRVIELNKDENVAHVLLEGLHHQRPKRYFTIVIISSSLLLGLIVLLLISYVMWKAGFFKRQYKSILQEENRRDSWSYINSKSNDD
CIT2-GFP yeast: modulators of CIT2-GFP expression in yeast, primary screen, S. cerevisiae, GFP fusion, multiplex flow cytometry, MLPCN library; S. cerevisiae CIT2-GFP strain, 3 h; 100 means same as DMSO wells; hit rate 0.065% among 320,000; GFP response vs DMSO, % at 10 µM;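 active = GFP response relative to DMSO above a set limit, near the screen mean plus 3 SD, cut at about 150% in these data; inconclusive = Fewer than 70 cells measured for a yeast strain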;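 note: ratio of well median GFP fluorescence to mean of DMSO wells on the plate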
GRK2 aptamer HTS: compounds blocking aptamer binding on GRK2 – biochemical, human GRK2, bead flow cytometry, HTS, primary screen | FAM-aptamer displacement from GRK2 | inhibition of aptamer binding, % at 10 µM | hit rate 0.59% among 330,000 | Beta-adrenergic receptor kinase 1 (Homo sapiens), P25098;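 active = inhibition of aptamer binding above 40%, roughly 3 SD of noise, on plates passing a quality check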;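 note: median bead fluorescence of bound FAM aptamer so fluorescent compounds give negative values; no value below 0 was filed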
LAP4 TOR yeast: modulators of LAP4-GFP expression in yeast, primary screen, S. cerevisiae, multiplex flow cytometry, MLPCN library. hit rate 0.34% among 320,000. AID 2023, 2009. 3 h; median GFP as percent of DMSO wells. GFP response vs DMSO, % at 10 µM;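 active = GFP response vs DMSO above a set limit, about the screen mean plus 3 SD, cut at about 150% in these data; inconclusive = under 70 cell events counted for the yeast strain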
RPL19A TOR yeast: RPL19A-GFP expression modulators in yeast, primary screen, cell-based, S. cerevisiae, multiplex flow cytometry, MLPCN; S. cerevisiae RPL19A-GFP strain, 3 h; hits give low values; percent response vs DMSO, % at 10 µM; hit rate 0.3% among 330,000; AID 2025, 2009;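 active = percent response vs DMSO below 50%; inconclusive = fewer than 70 events counted for the yeast strain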;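 note: median channel GFP fluorescence of the barcoded RPL19A-GFP strain; ratio of sample median GFP to plate DMSO average so 100% = DMSO; lower means less RPL19A-GFP as with rapamycin TOR inhibition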
* marks the source's active call; other numbers are inactive results; u = inconclusive; x = no result given.

SMILES	MEP2 TOR yeast	AGP1 TOR yeast	GASC-1 inh	VLA-4 inh	CIT2-GFP yeast	GRK2 aptamer HTS	LAP4 TOR yeast	RPL19A TOR yeast
COc1ccc(CNc2nc3nc(C)c(Cl)c(=O)n3[nH]2)cc1	109.9	115.0	-8.8	-2.8	106.3	0.0	105.7	109.4
COc1ccc(C2=C/C(=C/c3cccnc3)C(=O)O2)cc1OC	103.9	99.0	-7.7	-0.3	102.0	0.0	102.8	100.7
COC(=O)c1c(NC(=O)CN2C(=O)NC(CCc3ccccc3)C2=O)sc2c1CCCCC2 (stereo not drawn)	106.3	108.5	-2.4	7.7	98.2	0.0	121.3	96.7
CCCCNC(=S)NNC(=O)c1c(Cl)c(C)nn1C	105.0	91.9	4.7	-0.1	99.2	1.0	95.3	92.3
CCCC/C(=N\NC(=O)c1ccc(Br)o1)c1ccccc1	107.8	99.9	0.0	7.7	96.5	0.0	93.1	100.7
Cc1cc(C)cc(OCC(=O)Nc2ccc3c(c2)OCCO3)c1	95.7	91.9	1.2	6.0	93.9	0.0	97.9	94.3
NC(=O)c1nn(-c2ccccc2)nc1NC(=O)CSc1nnnn1-c1ccc(Cl)cc1	102.4	100.1	-23.0	4.7	108.6	0.0	95.0	105.6
CC(Sc1nc2ccccc2s1)C(=O)N(C)Cc1ccccc1 (stereo not drawn)	99.1	94.9	4.3	-15.9	82.6	4.0	104.1	102.5
CCOC(=O)C1CCCN(C(=O)CN2C(=O)c3ccccc3C2=O)C1 (stereo not drawn)	97.7	100.2	8.9	-11.3	102.7	4.0	92.0	101.0
CCOC(=O)C1(CCCc2ccccc2)CCN(S(C)(=O)=O)CC1	101.5	96.2	2.4	-4.5	95.9	6.0	94.3	101.9
C=CC[C@@H](CC(=O)N(CCO)Cc1ccccc1)C(=O)N[C@H](COC(=O)[C@@H](CC=C)Cc1ccc(F)cc1)Cc1c[nH]c2ccccc12	106.6	102.3	8.3	13.1	90.0	2.0	100.5	101.3
O=C(Cn1cc2c(n1)CCCC2)N1CCc2ccccc21	98.2	101.2	0.7	-19.1	102.3	0.0	103.0	97.4
COC(=O)c1cc(C)sc1NC(=O)c1ccco1	97.5	87.0	4.8	9.9	99.3	6.0	91.3	99.8
COc1ccc(CN(C)CC(=O)Nc2ccc(Cl)cc2C(F)(F)F)c(OC)c1	102.3	97.9	7.3	5.5	95.8	0.0	95.8	101.3
CCOc1cc(-c2nnc(-c3ccco3)o2)cc(OCC)c1OCC	u	u	26.4	6.0	u	4.0	u	u
CC(C)(C)c1ccc(OCC(=O)NN2Cc3ccccc3C2=N)cc1	104.3	99.4	-3.8	1.5	103.4	0.0	95.2	103.0
COC(=O)c1ccc(NC(=O)CN(C)Cc2cccc(F)c2)cc1	101.4	110.9	33.0	7.9	111.0	0.0	97.7	103.0
CC(C)N(C(=O)Cn1cc(S(=O)(=O)CC(=O)NCc2ccccc2)c2ccccc21)C(C)C	98.8	99.2	-9.2	-28.9	100.5	0.0	86.9	100.6
CCNc1nc(NCC)n2c(SCC(=O)c3ccccc3Cl)nnc2n1	103.3	105.3	-1.4	18.4	102.0	0.0	99.4	107.7
Cc1c(C(=O)N2CCc3ccccc32)cnn1C	106.7	100.5	-1.8	0.9	99.3	1.0	101.8	104.0

Compounds listed so far that contain an NH in an aromatic ring, in the order listed:
SMILES	MEP2 TOR yeast	AGP1 TOR yeast	GASC-1 inh	VLA-4 inh	CIT2-GFP yeast	GRK2 aptamer HTS	LAP4 TOR yeast	RPL19A TOR yeast
COc1ccc(CNc2nc3nc(C)c(Cl)c(=O)n3[nH]2)cc1	109.9	115.0	-8.8	-2.8	106.3	0.0	105.7	109.4
C=CC[C@@H](CC(=O)N(CCO)Cc1ccccc1)C(=O)N[C@H](COC(=O)[C@@H](CC=C)Cc1ccc(F)cc1)Cc1c[nH]c2ccccc12	106.6	102.3	8.3	13.1	90.0	2.0	100.5	101.3

Next section:
SMILES	MEP2 TOR yeast	AGP1 TOR yeast	GASC-1 inh	VLA-4 inh	CIT2-GFP yeast	GRK2 aptamer HTS	LAP4 TOR yeast	RPL19A TOR yeast
Clc1ccc(/C=C/c2nc3ccccc3[nH]2)cc1	104.2	90.1	-6.2	2.6	x	0.0	111.2	100.5
COc1ccc(CSc2nc3nc(C)cc(C)n3n2)cc1F	104.2	101.8	8.0	7.2	102.9	1.0	96.8	101.1
CSC(=S)N/N=C/c1ccc(Br)cc1	100.3	99.7	4.4	7.7	105.3	8.0	89.2	108.4
Cc1ccc(C(=O)NC2=NCCS2)cc1Cl	106.7	90.3	3.0	-2.8	98.9	1.0	99.6	101.9
Cc1cccc(C)c1NC(=O)c1c(-c2ccccc2)noc1C	90.5	73.1	1.6	4.0	66.6	2.0	123.4	94.4
Cc1ccc(C)c(N2N=C(C(=O)Nc3ccccc3N3CCCC3)CCC2=O)c1	107.6	98.0	43.1	11.7	113.6	1.0	92.2	104.0
COc1ccc(CCNC(=O)c2c(C)noc2C)cc1	104.3	100.5	-4.3	2.4	93.6	1.0	102.4	101.8
Cn1nccc1C(=O)NC(=S)Nc1cc(Cl)cc(Cl)c1	111.3	101.2	3.5	-1.5	105.4	0.0	97.0	107.7
Cc1ccccc1C(=O)Nc1nc2c(C)csc2c(=O)s1	97.2	94.9	-17.3	-3.6	85.1	x	100.8	95.9
N/C(=N\OC(=O)CC1CCCCC1)c1ccccc1	102.8	93.2	-1.3	19.5	100.2	1.0	93.0	105.5
CSc1cccc(NS(=O)(=O)c2ccc3c(c2)CCN3C(C)=O)c1	98.5	97.3	-9.9	1.0	106.2	0.0	93.7	104.4
Cc1ccc(C)c(N(C(=O)c2csnn2)C(C(=O)NC2CCCCC2)c2ccccn2)c1 (stereo not drawn)	108.5	110.5	1.8	12.3	106.9	2.0	104.0	107.2
Cc1cc(F)ccc1S(=O)(=O)N1CCCOC1CNC(=O)C(=O)NC1CCCCC1 (stereo not drawn)	100.2	97.6	4.1	0.6	x	7.0	79.5	99.9
COc1ccc(C(C)(C)C)cc1NC(=O)COC(=O)C1=NNC(=O)CC1	92.1	88.0	-2.2	6.2	89.1	0.0	94.0	92.3
COc1ccc(CCNS(=O)(=O)c2ccc3oc(C(=O)O)c(C)c3c2)cc1OC	116.5	110.5	-13.9	-2.2	109.4	4.0	105.0	104.6
CC(=NCCc1ccccc1)C1=C(O)COC1=O	107.3	108.2	-4.3	-6.5	111.6	0.0	104.7	105.6
O=C(NCCOc1ccccc1F)c1ccc2c(=O)n3c(nc2c1)CCC3	93.3	96.4	5.5	0.9	91.8	0.0	94.6	91.1
O=C(/C=C/c1ccccc1Cl)NC(=S)Nc1ccccc1C(=O)NC1CCCCC1	104.5	100.3	0.2	-9.2	112.0	0.0	105.2	100.7
CC(C)(C)N1C(=O)[C@H]2[C@@H](c3ccc(Br)cc3)N3C(=O)N(c4ccccc4)C(=O)[C@@]3(C)[C@H]2C1=O	89.3	74.6	-2.0	5.9	65.7	0.0	121.1	90.4
O=C(CN1C(=O)NC(Cc2ccccc2)C1=O)Nc1ccccc1F (stereo not drawn)	95.6	98.9	-4.2	39.7	102.3	44.0*	97.8	94.7
CCn1c2ccc(F)cc2c2nnc(SCCN3CCOCC3)nc21	106.8	114.0	4.8	-7.2	118.7	0.0	104.4	105.5
CS(=O)(=O)c1ccc(CNC(=O)C2(C(F)(F)F)C/C(=C\Cc3ccccc3)CCCO2)cc1 (stereo not drawn)	93.7	93.1	13.4	-4.9	88.8	2.0	101.6	105.7
COc1ccccc1C(=O)COC(=O)c1cc(S(=O)(=O)N2CCCCC2)ccc1N1CCOCC1	90.1	93.2	-3.7	10.5	90.6	1.0	99.3	89.7
CC1CCC2(CC1)NC(=O)N(NC(=O)c1cccc(N(C)C)c1)C2=O (stereo not drawn)	104.7	112.0	-3.6	17.6	108.5	0.0	106.5	108.3
CCS(=O)(=O)c1ccc(O)c(NC(=O)Nc2cccc3ccccc23)c1	98.0	122.6	-27.4	1.3	101.5	1.0	115.5	98.3
CCc1noc(C)c1C(=O)Oc1ccc(N(C)S(=O)(=O)c2ccc(C)cc2)cc1	97.2	99.5	-7.6	-2.1	104.5	0.0	99.6	96.4
CC(C)(C)S(=O)(=O)c1nc2ccccc2s1	98.5	102.1	3.4	6.9	86.2	3.0	118.7	100.4
O=C(N/N=C/c1cn(-c2ccccc2)nc1-c1cccs1)c1ccc(Cl)cc1	97.7	95.3	1.4	20.0	97.5	0.0	100.9	95.0
O=C(NCCCn1ccnc1)Nc1ccc(Cl)cc1	105.0	106.7	4.8	-12.3	99.5	4.0	107.8	107.1
CCOc1ccc(/C=N/OCC(=O)NCc2ccco2)cc1	108.7	98.4	-7.1	15.8	100.4	2.0	102.8	105.2
CC(Sc1nnnn1C)C(=O)Nc1ncc(Cl)cc1Cl (stereo not drawn)	94.8	96.5	-9.9	-0.9	97.0	0.0	95.0	91.8
Cc1noc(C)c1CCC(=O)NC1CCCN(Cc2ccc(CC(C)C)cc2)C1 (stereo not drawn)	102.6	98.5	-0.7	19.0	100.8	3.0	90.4	100.8
COc1ccc(N2CCN(C(=O)c3ccc(NS(=O)(=O)c4cccs4)cc3)CC2)cc1	99.1	98.3	12.3	3.6	94.2	0.0	99.9	95.5
Cn1c(N)c(C(=O)CSc2nc3ccccc3c(=O)n2Cc2ccccc2)c(=O)n(C)c1=O	99.8	104.1	2.6	5.9	99.6	0.0	107.4	97.5
CN(Cc1ccccc1)C(=O)C1CCCN1S(=O)(=O)c1ccc2c(c1)n(C)c(=O)c(=O)n2C (stereo not drawn)	100.5	101.3	5.2	12.8	95.7	10.0	106.4	92.3
CCOc1ncccc1C(=O)OCC(=O)c1cc(C)n(Cc2ccco2)c1C	86.7	82.0	1.1	-2.6	76.6	9.0	x	85.0
Cc1cc(O)c(C(=O)/C=C/c2cccc([N+](=O)[O-])c2)c(=O)o1	89.0	111.0	-41.3	3.7	103.1	0.0	128.3	92.3
CCN(C(=O)COC(=O)c1c(C)nn(-c2ccccc2)c1C)C1CCS(=O)(=O)C1 (stereo not drawn)	84.5	95.8	-1.9	8.7	104.3	1.0	93.2	93.0
CC1Cc2ccccc2N1C(=O)CSc1nnc2c(n1)[nH]c1ccccc12 (stereo not drawn)	94.9	92.8	-22.4	-1.5	96.8	0.0	92.6	89.6
COc1ccc2oc(=O)c(/C(C)=N/Nc3nc(-c4cc(C)ccc4C)cs3)cc2c1	98.3	92.4	-13.1	-7.5	97.0	0.0	84.2	102.0
COc1ccccc1-c1nc(C(N)=O)c2[nH]c(=O)n(-c3cccc(C)c3)c2n1	106.9	107.4	-7.6	7.5	104.2	1.0	99.5	102.1
O=C(c1ccc([N+](=O)[O-])cc1)N(C1=NCCCCS1)c1ccccc1	107.2	110.1	6.0	7.7	108.5	1.0	106.6	100.7
O=C(COc1cccc(F)c1)N[C@@H](Cc1ccccc1)c1nc2ccccc2[nH]1	103.9	103.2	1.2	-4.8	99.9	0.0	97.9	101.5
O=C(NCc1ccc2c(c1)OCO2)C(C(=O)c1ccccc1)n1cc(Cl)ccc1=O (stereo not drawn)	111.2	105.2	2.6	2.7	96.2	0.0	105.0	102.3
